# High-throughput results from PubChem BioAssay.
# STEP block: inhibitors of human striatal-enriched phosphatase STEP; P54829; recombinant STEP, OMFP fluorogenic substrate, fluorescence; inhibition, % at 20 µM; actives 0.25% (n = 360,000);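 active = inhibition at 20 µM, scaled per plate between control wells, above about 37%, limit read from the data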;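 note: 0% = DMSO with enzyme and substrate and 100% = substrate only without enzyme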
#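 Assay system: isolated STEP enzyme. Buffer or medium: pH 6.0 Bis-Tris with DTT and Tween 20. Also added: fluorogenic phosphatase substrate OMFP at 25 µM final. Dosing: 20 µM, 1% DMSO. Timing: 20 min reaction, room temperature, in the dark. Measured by: fluorescence intensity, excitation 480 nm, emission 540 nm. Evaluation: normalized % inhibition.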
# Rpn11 block: Rpn11 (human) deubiquitinase inhibition; O00487; human 26S proteasome, Ub4-pepOG fluorescence polarization; 20S core pre-blocked with epoxomicin; calls only at 20 µM; actives 0.59% (n = 360,000); AID 588493;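 active = inhibition at 20 µM, scaled to each plate's controls, above about 33%, limit read from the data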
# Neddylation inh: inhibitors of human cullin neddylation. TR-FRET cullin neddylation, biochemical. calls only at 25 µM. actives 0.58% (n = 360,000); in the data active = inhibition above about 36%
# Target sequence (P61081 whole entry, looked up): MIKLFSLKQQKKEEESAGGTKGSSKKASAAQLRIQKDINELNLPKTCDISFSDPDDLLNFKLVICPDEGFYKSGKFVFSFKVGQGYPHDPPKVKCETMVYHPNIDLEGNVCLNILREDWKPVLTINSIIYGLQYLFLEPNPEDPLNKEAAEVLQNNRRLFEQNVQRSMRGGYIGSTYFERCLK
# Target sequence (Q13564 whole entry, looked up): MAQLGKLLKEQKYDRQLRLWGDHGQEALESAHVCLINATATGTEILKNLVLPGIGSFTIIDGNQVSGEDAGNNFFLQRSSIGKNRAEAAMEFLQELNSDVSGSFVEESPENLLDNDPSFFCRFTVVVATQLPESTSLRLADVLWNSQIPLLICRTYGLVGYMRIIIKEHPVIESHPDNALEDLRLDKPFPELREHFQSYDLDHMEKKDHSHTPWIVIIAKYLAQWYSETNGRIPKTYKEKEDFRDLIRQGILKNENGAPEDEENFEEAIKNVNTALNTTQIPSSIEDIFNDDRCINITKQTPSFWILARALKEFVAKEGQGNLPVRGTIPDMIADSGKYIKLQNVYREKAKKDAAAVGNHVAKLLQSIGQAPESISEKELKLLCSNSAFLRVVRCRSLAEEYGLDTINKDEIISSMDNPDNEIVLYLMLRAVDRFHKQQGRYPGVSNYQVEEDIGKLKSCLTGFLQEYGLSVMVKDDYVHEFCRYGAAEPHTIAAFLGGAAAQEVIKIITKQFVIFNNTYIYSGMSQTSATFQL
# Rin1-Abl PPI inh: human Rin1-Abl interaction inhibition. inhibition, % at 7.35 µM. TR-FRET Rin1/Abl binding, biochemical. P00519+Q13671. actives 0.4% (n = 360,000). AID 588664; in the data active = inhibition above about 5%, passing the limit was not always enough
# CSN inh: inhibitors of human CSN-mediated cullin deneddylation; Q92905; Purified CSN, SCF-Nedd8-OG deneddylation, fluorescence polarization; inhibition, % at 12.5 µM; actives 0.38% (n = 360,000); AID 651999;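 active = pattern-corrected inhibition above about 35%, with an unprinted fluorescence ratio check between 0.5 and 1.5, limit read from the data, passing the limit was not always enough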;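 note: 0% = enzyme with substrate and 100% = substrate without enzyme; some results filed as inactive read as strong as hits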
#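 Material: purified human Csn5 enzyme expressed in HEK293T cells / Medium: Tris buffer pH 7.5, NaCl, DTT, Tween-20, trehalose, ovalbumin / Compound dosing: 12.5 µM single point / Schedule: 90 min incubation of compound, enzyme and substrate at room temperature / Signal: fluorescence polarization of the substrate / Control set: no-enzyme wells high, enzyme-with-substrate wells low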
# Scp1 inh: inhibitors of human Scp-1 phosphatase; AID 493091; inhibition, % at 20 µM; actives 0.88% (n = 340,000); Q9GZU7; Recombinant Scp1, phosphopeptide, malachite green phosphate absorbance;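 active = inhibition above about 50% at 20 µM, limit read from the data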;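 note: plate controls were DMSO wells with enzyme for no effect and wells lacking enzyme for full effect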
# Target sequence (Q9GZU7 76-261 limits assumed): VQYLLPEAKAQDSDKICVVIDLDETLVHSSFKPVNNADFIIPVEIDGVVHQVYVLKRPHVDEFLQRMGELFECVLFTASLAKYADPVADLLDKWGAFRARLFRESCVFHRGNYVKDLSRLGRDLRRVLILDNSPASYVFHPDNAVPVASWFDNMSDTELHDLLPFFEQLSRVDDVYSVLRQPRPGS
#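 Incubation: 45 min enzyme reaction at room temperature / System: truncated SCP-1 phosphatase (76-261aa) / Reagent: Phospho 17-mer peptide substrate / Buffer or medium: Acidic Tris acetate buffer with magnesium and detergent / Signal: absorbance at 630 nm / Doses: one concentration, 20 µM, with 1.0% DMSO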
# LMPTP block: blocks human LMPTP phosphatase. actives 0.22% (n = 360,000). recombinant LMPTP-A, OMFP fluorogenic substrate, fluorescence intensity. inhibition, % at 20 µM. AID 651560;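 active = compounds that cut the enzyme signal by at least half of the control window in the single-dose screen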;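 note: plate controls were DMSO wells with enzyme plus substrate for no effect and substrate without enzyme for full effect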
# Target sequence (P24666 whole entry, looked up): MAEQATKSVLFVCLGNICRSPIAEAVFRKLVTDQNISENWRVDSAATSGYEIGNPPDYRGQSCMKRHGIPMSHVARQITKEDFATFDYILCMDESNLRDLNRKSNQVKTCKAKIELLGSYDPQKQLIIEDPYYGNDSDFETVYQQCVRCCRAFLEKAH
#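 material = LMPTP-A | quantity = 0.625 nM enzyme | reagent = OMFP substrate, 400 µM final | buffer or medium = Bis-Tris pH 6.0, DTT, detergent | detection = endpoint fluorescence intensity from OMFP dephosphorylation | dosing = single 20 µM dose | read-out basis = % inhibition relative to no-enzyme and uninhibited control wells | control set = no-enzyme and uninhibited controls | timing = 50 min at room temperature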
# SUMO1-SIM PPI: alters human SUMO1 binding to SIM partners; SUMO1 binding to a labelled peptide, TR-FRET, 1 h; inhibition, % at 20 µM; actives 0.33% (n = 360,000); AID 602429; in the data active = inhibition above about 37%
# DNMT1 block: DNMT1 (human) enzyme inhibition; P26358; DNMT1 molecular beacon, Hinp1I cleavage, fluorescence; inhibition (reported as % activation of signal), % at 10 µM; actives 0.83% (n = 360,000); AID 588458; in the data active = inhibition above about 50%
# NadD block: inhibitors of Staphylococcus aureus NadD; inhibition, % at 20 µM; actives 0.78% (n = 360,000); AID 602399; purified NadD enzyme, colorimetric absorbance read-out; in the data active = inhibition above about 26%; note: some compounds past the cut are filed as inactive
# * = called active by the depositor; i = inactive; . = no result given; + = active, no number.
[1] CC(C)C(NS(=O)(=O)c1ccccc1F)C(=O)N1CCc2ccccc2C1 (stereo not drawn)
[2] CC(=O)NC(NC(=S)Nc1ccc(S(N)(=O)=O)cc1)C(Cl)(Cl)Cl (stereo not drawn)
[3] O=S(=O)(CCc1ccccc1)N1CCOCC1
[4] COn1c(SCC(N)=O)nc2ccccc2c1=O
[5] Cc1nn2c(=O)cc(COC(=O)c3ccc(S(=O)(=O)N4CCCCC4)cc3)nc2s1
[6] C=CCNC(=S)Nc1cc(C)ccn1
[7] COc1ccc(NC(=S)NC(=O)/C=C/c2ccc(F)cc2)cc1
[8] COc1ccc(CCNC(=O)COC(=O)C2CC2)cc1
[9] COC(=O)c1csc(S(=O)(=O)N2CCCCC2)c1OC
[10] CCN1CCN(S(=O)(=O)c2cc(C(=O)O)ccc2Cl)CC1

assay / compound	1	2	3	4	5	6	7	8	9	10
STEP block	4	1	2	-2	0	-2	1	-2	4	3
Rpn11 block	i	i	i	i	i	i	i	i	i	i
Neddylation inh	i	i	i	i	i	i	i	i	i	i
Rin1-Abl PPI inh	2	-2	0	3	4	-1	-2	-4	3	0
CSN inh	-4	0	1	-1	0	-5	4	0	7	1
Scp1 inh	-3	-5	1	-12	-4	-8	-16	-6	1	-7
LMPTP block	-0.8	-1.7	-2.6	0.0	0.0	-0.1	-2.7	-1.0	0.0	-4.3
SUMO1-SIM PPI	-1	-5	-3	0	4	2	-1	6	-6	-3
DNMT1 block	1	2	2	-4	0	1	3	-1	2	2
NadD block	-3	0	2	-5	-2	-7	-5	-2	2	0

[11] O=C(O)CSCC(=O)Nc1ccc(Br)c(C(F)(F)F)c1
[12] CCOP(=O)(OCC)C(Nc1ccccc1)c1cc(OC)ccc1OC (stereo not drawn)
[13] O=C(NC1CC(=O)N(c2cccc(F)c2)C1)N1CCN(C(=O)c2ccco2)CC1 (stereo not drawn)
[14] CC(C)(C)OC(=O)[C@H]1[C@H](c2ccc([N+](=O)[O-])cc2)C2(C(=O)c3ccccc3C2=O)C2c3ccccc3C=NN21 (stereo partly drawn)
[15] O=C(N/N=C/c1ccncc1)c1cc2ccccc2o1
[16] O=C(Nc1ccc(-c2nc3ncccc3o2)cc1)c1ccc(Br)o1
[17] Cc1cccc(C(C)C)c1NC(=O)CSc1cccc[n+]1[O-]
[18] CCn1c(O)c(C=NC2CCCC2)sc1=S
[19] COc1ccc(CN(C(=O)CSc2nnc(-c3ccc(F)cc3)o2)c2ccc(F)cc2)cc1
[20] COc1cc(OC)cc(C(=O)/C=C2\Sc3ccccc3N2C)c1

assay / compound	11	12	13	14	15	16	17	18	19	20
STEP block	0	-2	-1	-4	-1	5	0	18	5	0
Rpn11 block	i	i	i	i	i	i	i	i	i	i
Neddylation inh	i	i	i	i	i	i	i	i	i	i
Rin1-Abl PPI inh	2	1	4	-2	0	-2	2	-6	1	0
CSN inh	1	-14	3	3	-3	16	1	3	8	4
Scp1 inh	-7	-2	-1	-11	-3	12	-1	-20	-10	-6
LMPTP block	-2.3	-0.5	-0.5	1.6	-0.3	7.2	-0.9	-0.2	6.0	-0.3
SUMO1-SIM PPI	0	-2	2	-19	-17	-1	-18	-18	0	-4
DNMT1 block	6	5	-6	-7	0	9	1	10	1	4
NadD block	0	-1	3	17	-2	6	1	-6	-6	2

[21] COc1ccc(/C(=N\Nc2ccccc2C(=O)O)c2ccccc2)cc1
[22] COc1cc(CN2CCCCCC2)cc([N+](=O)[O-])c1O
[23] CC1CC(C)CN(C(=O)C2CC(=O)N(c3ccc(F)cc3)C2)C1 (stereo not drawn)
[24] Cc1ccc(S(=O)(=O)N(CC(=O)NCC2CCCO2)c2cccc([N+](=O)[O-])c2)cc1 (stereo not drawn)
[25] O=S1(=O)C[C@@H](N2CCN(c3ccccn3)CC2)[C@H](COCc2ccccc2)N1
[26] Cc1cc(C(=O)Nc2nc3c(C)cccc3s2)c(C)o1
[27] CCN(CC)S(=O)(=O)c1cccc(C(=O)OCC(=O)c2ccc3c(c2)NC(=O)CO3)c1
[28] Nc1c(C(=O)O)sc2nc(-c3ccccc3)cc(-c3ccccc3)c12
[29] CC12CCC(=O)N1C(C(=O)O)Cc1c2[nH]c2ccccc12 (stereo not drawn)
[30] COc1ccc(C(=Cc2ccccc2)C(=O)O)cc1

assay / compound	21	22	23	24	25	26	27	28	29	30
STEP block	0	-5	2	0	0	-1	4	-1	-3	1
Rpn11 block	i	i	i	i	i	i	i	.	i	i
Neddylation inh	i	i	i	i	i	i	i	i	i	i
Rin1-Abl PPI inh	1	1	4	0	2	-2	1	1	-4	5
CSN inh	0	0	2	0	1	-3	2	2	3	1
Scp1 inh	1	4	-5	-5	.	-12	-9	-16	-4	-2
LMPTP block	-0.4	-2.7	-0.3	-0.4	-0.6	-1.8	2.1	1.1	-0.7	2.6
SUMO1-SIM PPI	-3	-15	1	-15	1	2	-1	-8	1	0
DNMT1 block	3	2	1	-1	1	1	-4	-2	2	3
NadD block	0	-5	-4	0	-4	-3	5	25	9	-3

[31] Cc1ccc(C2(C)NC(=O)N(CC(=O)Nc3cc(S(=O)(=O)N4CCOCC4)ccc3C)C2=O)cc1 (stereo not drawn)
[32] O=C(NCc1ccco1)c1cc2cc3ccc(Cl)cc3nc2o1
[33] CC(=O)Nc1cccc(NC(=O)CSc2ccc(C(F)(F)F)cc2[N+](=O)[O-])c1
[34] CC1=CC(=O)C=C/C1=C(/c1ccc(O)cc1C)c1ccccc1S(=O)(=O)O
[35] COc1ccccc1CNC(=O)C1CCC(CNS(=O)(=O)c2ccc(NC(C)=O)cc2)CC1 (stereo not drawn)
[36] C[C@@H]1CCCCO[C@@H](CN(C)S(C)(=O)=O)[C@@H](C)CN([C@H](C)CO)C(=O)c2cc(N(C)C)ccc2O1
[37] Cc1[nH]n2c(=O)c(C#N)c(-c3ccccc3)nc2c1-c1ccccc1
[38] CCOc1ccc(C(=O)CCc2nc3ccccc3s2)cc1
[39] CCOC(=O)c1cn(Cc2cccc(Cl)c2)c2cc(C)nn2c1=O
[40] Cc1cc(Br)cc(C)c1OCC(=O)NNC(=O)CCC(=O)NCc1ccccc1

assay / compound	31	32	33	34	35	36	37	38	39	40
STEP block	-3	0	7	3	-3	2	-2	2	-2	0
Rpn11 block	i	i	i	i	i	i	i	i	i	i
Neddylation inh	i	i	i	i	i	i	i	i	.	i
Rin1-Abl PPI inh	-1	-2	2	-1	0	-1	0	6	5	0
CSN inh	-8	-3	0	3	-1	5	-7	-1	7	-2
Scp1 inh	3	0	8	-5	-13	.	-11	1	-7	-1
LMPTP block	-0.3	-0.7	1.4	2.6	-1.2	-1.5	-1.7	0.3	0.8	-0.8
SUMO1-SIM PPI	-1	-14	-10	-35	-2	3	-4	-7	0	-1
DNMT1 block	4	18	-7	-11	0	1	1	-6	3	3
NadD block	0	5	-1	-1	0	-2	9	0	5	2

# Grouped by structure: those above containing bromine (3)
[11] O=C(O)CSCC(=O)Nc1ccc(Br)c(C(F)(F)F)c1
[16] O=C(Nc1ccc(-c2nc3ncccc3o2)cc1)c1ccc(Br)o1
[40] Cc1cc(Br)cc(C)c1OCC(=O)NNC(=O)CCC(=O)NCc1ccccc1

assay / compound	11	16	40
STEP block	0	5	0
Rpn11 block	i	i	i
Neddylation inh	i	i	i
Rin1-Abl PPI inh	2	-2	0
CSN inh	1	16	-2
Scp1 inh	-7	12	-1
LMPTP block	-2.3	7.2	-0.8
SUMO1-SIM PPI	0	-1	-1
DNMT1 block	6	9	3
NadD block	0	6	2

# The list goes on.
[41] COc1ccc(NC(=O)c2ccc3nc(C)sc3c2)cc1
[42] CC1=C(C(=O)Nc2ccccc2C)C(c2ccccc2)NC(=O)N1 (stereo not drawn)
[43] COC(=O)CC(N)c1ccc(OC)c2ccccc12 (stereo not drawn)
[44] CC(C)Cc1nc2oc3c(Cl)ncnc3c2c2c1CCC2
[45] COc1ccc(C(=O)CCC(=O)Nc2cccc(Cl)c2)cc1
[46] N#CC(C#N)=Cc1cn(-c2ncc(C(F)(F)F)cc2Cl)c2ccccc12
[47] CC(CCCC(C)(C)O)NC(=O)c1cc(COc2ccc3ncccc3c2)on1 (stereo not drawn)
[48] CCNC(=O)C(=O)N/N=C/c1cc([N+](=O)[O-])ccc1O
[49] C/C(=N\NS(=O)(=O)c1ccc([N+](=O)[O-])cc1)c1ccc2c(c1)OCO2
[50] Cc1cc(C)c(NC(=O)C[N+](C)(C)CC(O)COc2cccc3ccccc23)c(C)c1 (stereo not drawn)

assay / compound	41	42	43	44	45	46	47	48	49	50
STEP block	2	2	0	-9	-1	-1	-2	-2	-4	0
Rpn11 block	i	i	i	i	i	i	i	i	i	i
Neddylation inh	i	i	i	i	i	+	i	i	i	i
Rin1-Abl PPI inh	-2	2	1	3	0	-2	-9	-3	-1	-1
CSN inh	1	-5	-2	2	3	6	-6	7	-2	-8
Scp1 inh	6	-10	-6	-4	-1	-10	-2	-11	-5	-1
LMPTP block	-2.5	-1.4	0.8	0.1	1.4	1.4	1.9	-0.7	0.9	-0.4
SUMO1-SIM PPI	2	2	-5	7	-6	-8	-2	-13	-26	-1
DNMT1 block	-1	1	3	21	-6	9	2	3	1	5
NadD block	-3	-4	3	8	-6	-1	6	-2	-5	-4

[51] COC(=O)c1c(NC(=O)COC(=O)CC(NC(C)=O)c2ccccc2)sc(C)c1C (stereo not drawn)
[52] Cc1ccccc1NC(=O)Cc1nnc(SCC(=O)Nc2ccccc2)n1C
[53] CN1C[C@@H]2C[C@@H](c3cccn3-c3nccs3)N3CCC[C@@]23C1=O
[54] O=C(NCc1ccccc1)C1c2ccccc2Oc2ccccc21
[55] COc1ccc(S(=O)(=O)NCCC(C)C)cc1OC

assay / compound	51	52	53	54	55
STEP block	2	1	0	0	-5
Rpn11 block	i	i	i	i	i
Neddylation inh	i	i	i	i	i
Rin1-Abl PPI inh	5	-2	2	0	3
CSN inh	0	-2	-6	0	0
Scp1 inh	5	-12	-2	-5	-3
LMPTP block	1.2	-0.3	-2.3	0.1	0.5
SUMO1-SIM PPI	5	-1	-3	-4	1
DNMT1 block	0	1	-3	3	-2
NadD block	-2	-3	-5	-2	9

# Part of the list above in order of molecular weight, smallest number first:
[54] O=C(NCc1ccccc1)C1c2ccccc2Oc2ccccc21
[52] Cc1ccccc1NC(=O)Cc1nnc(SCC(=O)Nc2ccccc2)n1C
[51] COC(=O)c1c(NC(=O)COC(=O)CC(NC(C)=O)c2ccccc2)sc(C)c1C (stereo not drawn)

assay / compound	54	52	51
STEP block	0	1	2
Rpn11 block	i	i	i
Neddylation inh	i	i	i
Rin1-Abl PPI inh	0	-2	5
CSN inh	0	-2	0
Scp1 inh	-5	-12	5
LMPTP block	0.1	-0.3	1.2
SUMO1-SIM PPI	-4	-1	5
DNMT1 block	3	1	0
NadD block	-2	-3	-2
